Screens from PubChem BioAssay.
CRFR2-BP antag: blocks CRF-induced signaling of the CRF-BP/CRF-R2 complex; HEK293 CRF-R2/CRF-BP, CRF-induced calcium fluorescence; inhibition, % at 11.8 µM; 350,000 compounds, 0.59% hits; AID 588475;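 active = inhibition of the ligand-induced calcium signal above about 50% at the single tested concentration, limit read from the data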
M4 PAM: CHRM4 positive allosteric modulation; CHO-K1 hM4/Gqi5, Fluo-8 calcium fluorescence, ACh EC20; 0% = ACh EC20, 100% = maximal ACh; AID 624126; activation, % at 3 µM; P08173; 360,000 compounds, 0.4% hits;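 active = activation above its plate's cutoff, the mean activation of sample wells plus 3 SD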; also: some results filed as inactive read as strong as hits
MEKK3 PB1 HTS: raises or lowers MEK5 binding to the human MEKK3 PB1 domain. AID 1529. bead-based flow cytometry, Alexa488-MEK5 binding to MEKK3; actives lie on both sides; 0 = blocked by unlabeled MEK5, 100 = vehicle. Q99759. binding response (% of control), % at 10 µM. 290,000 compounds, 1.4% hits;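 active = binding response more than 3 SD above or below the average of its plate-row segment, actives on both sides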;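 also: Alexa488 bead fluorescence after subtracting the streptavidin-only scavenger bead signal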
IDE cell inh: cellular human IDE inhibition. HEK cells, FAbetaB cleavage, fluorescence polarization. inhibition, % at 5.59 µM. 320,000 compounds, 0.41% hits. AID 434962;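 active = percent inhibition above the average of all tested compounds plus 3 SD, set per screening campaign, cut at about 16% in these data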;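 also: IDE supplied by intact live HEK cells; FP after avidin binding of uncleaved biotin substrate so inhibition keeps polarization high; 0% = DMSO wells and 100% = 60 µM reference IDE inhibitor Ii1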
Target sequence (P14735 whole entry, looked up): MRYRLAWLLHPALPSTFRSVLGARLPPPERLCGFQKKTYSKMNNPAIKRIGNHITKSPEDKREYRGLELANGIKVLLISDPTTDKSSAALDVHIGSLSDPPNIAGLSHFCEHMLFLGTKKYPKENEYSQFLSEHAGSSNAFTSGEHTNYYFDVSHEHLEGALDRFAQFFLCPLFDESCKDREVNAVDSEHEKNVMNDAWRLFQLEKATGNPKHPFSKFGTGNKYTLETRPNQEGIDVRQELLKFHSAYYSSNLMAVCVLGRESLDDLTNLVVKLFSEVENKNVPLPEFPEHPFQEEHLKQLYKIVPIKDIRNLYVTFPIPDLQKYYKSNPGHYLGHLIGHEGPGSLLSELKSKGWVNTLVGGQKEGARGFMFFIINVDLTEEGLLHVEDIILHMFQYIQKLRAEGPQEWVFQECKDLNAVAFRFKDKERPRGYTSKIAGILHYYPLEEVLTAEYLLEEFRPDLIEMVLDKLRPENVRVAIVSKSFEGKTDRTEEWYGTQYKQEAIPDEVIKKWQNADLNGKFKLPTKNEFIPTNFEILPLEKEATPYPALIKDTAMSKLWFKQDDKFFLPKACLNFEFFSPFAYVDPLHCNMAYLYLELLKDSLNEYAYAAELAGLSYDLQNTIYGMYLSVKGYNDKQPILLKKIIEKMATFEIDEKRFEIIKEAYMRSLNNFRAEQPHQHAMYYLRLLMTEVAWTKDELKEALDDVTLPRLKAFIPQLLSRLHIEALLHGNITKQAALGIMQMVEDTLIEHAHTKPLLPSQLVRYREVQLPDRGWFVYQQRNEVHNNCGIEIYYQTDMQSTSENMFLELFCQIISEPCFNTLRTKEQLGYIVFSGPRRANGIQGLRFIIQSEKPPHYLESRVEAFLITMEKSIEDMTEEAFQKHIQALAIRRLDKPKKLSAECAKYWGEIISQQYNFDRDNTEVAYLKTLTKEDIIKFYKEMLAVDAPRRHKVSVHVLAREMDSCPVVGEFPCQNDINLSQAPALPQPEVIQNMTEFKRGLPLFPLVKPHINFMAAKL
CRFBP-R2 agonist: CRF-BP/CRF-R2 complex agonism; HEK293 CRF-R2/CRF-BP, calcium dye fluorescence (FLIPR); percent of saturating CRF peptide response; 350,000 compounds, 0.46% hits; activation, % at 13.2 µM;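 active = activation of at least 50%, plus an integration ratio under a set limit after plate pattern correction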;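 also: plate controls were neutral control wells without compound for no effect and CRF at EC100 for full effect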
PHOSPHO1 inh: inhibitors of human PHOSPHO1 phosphatase; recombinant PHOSPHO1, absorbance phosphatase assay; inhibition, % at 13.3 µM; 290,000 compounds, 1.1% hits; Q8TCT1; in the data active = inhibition above about 60%
pCIP destab: compounds decreasing mouse p/CIP protein stability; Q05BA5; F442A p/CIP-EGFP cells, EGFP fluorescence, 16 h; decrease of EGFP signal, % at 10 µM; 290,000 compounds, 0.01% hits; AID 1984;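 active = EGFP signal decrease of at least 30% at 10 µM or well 3 SD below plate mean, unless failing retest; inactive = the rest, including hits failing retest or dose response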; also: some compounds called inactive have numbers as strong as hits; many of its hits are not listed in these tables
IDE cell activ: activators of human insulin-degrading enzyme in cells; P14735; HEK cells, FAbeta-B cleavage, fluorescence polarization; 0% vehicle, 100% cell-free pure enzyme wells; activation, % at 5.96 µM; 340,000 compounds, 0.073% hits; AID 493087;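 active = activation above the mean of all tested compounds plus 3 SD, set per screening campaign, cut at about 17% in these data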
GalR3 antagonist: human GalR3 antagonism; O60755; HEK293 GalR3-CNG cAMP membrane potential fluorescence; galR3 body fused to GalR1 C-terminus; inhibition, % at 3 µM; 360,000 compounds, 0.44% hits;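 active = inhibition above the screen-wide average plus 3 SD, cut at about 13% in these data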;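 also: forskolin and galanin both at EC90 stimulate the cells; cAMP rise reported by CNG channel membrane potential dye signal; 0% = forskolin plus galanin with DMSO and 100% = forskolin alone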
Active calls of the source: *; x = not tested or not shown; & = joins results of further samples.

CRFBP-R2 agonist	Molecule	GalR3 antagonist	CRFR2-BP antag	PHOSPHO1 inh	IDE cell activ	pCIP destab	IDE cell inh	M4 PAM	MEKK3 PB1 HTS
-0.3	Cc1nnsc1C(=O)N1CCCC(Nc2ccc(F)c(F)c2)C1 (stereo unspecified)	-5	0	22	9	-8	4	1	98
x	CCCn1c(=NC(=O)c2c(-c3c(F)cccc3Cl)noc2C)c(C(=O)OCC)cc2c(=O)n3ccccc3nc21	x	x	-1	x	0	8	x	98
-1.4	Cc1ccn2cc(-c3cccc(S(=O)(=O)N4CCCCC4)c3)nc2c1	-6	13	15	-7	-9	1	-2	99
-1.1	Cc1ccc(/C=C2\SC(=S)N(c3c(C)n(C)n(-c4ccccc4)c3=O)C2=O)cc1	-10	25	-5	-10	1	0	-8	97
6.9	COc1ccc(Cn2cc(F)c(=O)n(CCC(C)C)c2=O)cc1[N+](=O)[O-]	4	12	-8	-7	-1	3	1	x
-4.8	Cc1nn(Cc2ccc(F)cc2)c(C)c1NC(=O)c1noc2c1CCCCC2	-9	0	7	9	-4	6	-6	107
1.9	Cc1cc(NC(=O)CSc2nc(=O)cc(N)n2-c2ccc(C)c(C)c2)no1	-1	5	-137	-1	7	0	-1	105
0.5	COc1cc(C(=O)N(Cc2ccco2)Cc2cc3ccccc3[nH]c2=O)cc(OC)c1OC	-4	-57	2	-1	6	5	6	101
-0.3	C(=N\n1cnnc1)/c1ccccc1OCCOc1ccccc1	7	-11	-3	-4	0	2	9	101
0.5	O=C(CCn1c(=S)oc2ccccc21)Nc1cccc(F)c1	0	2	-15	3	8	-1	-6	92
-0.2	CN(C(=O)CSc1nnc(-c2ccccc2F)n1N)C1CCCCC1	-4	3	x	3	x	-2	7	x
-5.9	CC(=O)NC1=C(C#N)C(c2ccccc2)c2c(ccc3ccccc23)O1 (stereo unspecified)	-6	-16	16	-4	-11	6	8	100
1.8	COC(=O)CN(C(=S)Nc1ccc(F)cc1)C1CC(=O)N(c2ccc(OC)cc2)C1=O (stereo unspecified)	-5	-34	5	3	-11	1	-7	101
-2.2	COc1ccc(C(C)(C)C)cc1NC(=O)c1c(C)noc1C	-5	-5	27	0	-3	-3	2	101
-0.4	CCOC(=O)c1ccccc1NS(=O)(=O)c1cnn(CC)c1C	-3	7	x	0	-8	2	17	108
-0.8	N#Cc1c(/N=C/c2ccc(-c3ccc(C(=O)O)c(Cl)c3)o2)sc2c1CCCC2	-1	9	x	-5	x	7	-1	x
1.4	CCC(C)N(C(=O)CSc1nnc(NC(C)C)s1)C1CCS(=O)(=O)C1 (stereo unspecified)	3	-1	x	2	x	3	3	x
1.8	CCOC(=O)Cn1ccc(NC(=O)c2ccc(F)cc2)n1	-5	25	-5	2	-18	5	-10	107
-0.6	CCN(CC)C(=O)c1cc2c(=O)n3cccc(C)c3nc2n1C	-1	1	2	1	-4	-2	-7	98
-0.2	O=C(Nc1ccc2c(c1)OCO2)c1ccccn1	-5	0	x	0	x	1	1	x
-0.8	COc1ccc(CNC(=O)c2ccc(CS(=O)(=O)Cc3ccccc3F)o2)cc1	-5	1	-3	5	26	0	-29	101
2.5	CCOC(=O)c1c(C)oc2cc(Br)c(OC(=O)N3CCOCC3)cc12	-1	-15	-8	-1	-16	1	15	98
1.8	c1ccc(Cn2nnc3c(N4CCN(Cc5ccc6c(c5)OCO6)CC4)ncnc32)cc1	-6	27	-6	1	-7	1	-22	100
0.9	Cc1ccc(C)c(OCCC(=O)OCC(=O)NC(=O)NC2CCCC2)c1	-3	-1	x	-2	x	9	9	x
-1.5	Cn1cc(/C=C(\NC(=O)c2ccccc2Cl)C(=O)NCCN2CCOCC2)c2ccccc21	-7	-5	29	5	3	1	5	102

An excerpt of these results, with values ahead of the structure.
| CRFBP-R2 agonist | GalR3 antagonist | CRFR2-BP antag | PHOSPHO1 inh | IDE cell activ | pCIP destab | IDE cell inh | M4 PAM | MEKK3 PB1 HTS | Molecule |
| --- | --- | --- | --- | --- | --- | --- | --- | --- | --- |
| -1.4 | -6 | 13 | 15 | -7 | -9 | 1 | -2 | 99 | Cc1ccn2cc(-c3cccc(S(=O)(=O)N4CCCCC4)c3)nc2c1 |
| 0.9 | -3 | -1 | x | -2 | x | 9 | 9 | x | Cc1ccc(C)c(OCCC(=O)OCC(=O)NC(=O)NC2CCCC2)c1 |

Additional results.
CRFBP-R2 agonist	Molecule	GalR3 antagonist	CRFR2-BP antag	PHOSPHO1 inh	IDE cell activ	pCIP destab	IDE cell inh	M4 PAM	MEKK3 PB1 HTS
-1.2	CC1(NC(=O)N2CCCCC2)CCS(=O)(=O)C1 (stereo unspecified)	-4	11	-2	4	-8	-5	-3	101
-0.5	COc1cc(S(=O)(=O)N2CCN(c3ccccc3)CC2)ccc1F	0	3	-21	-3	6	7	-5	102
0.9	CC1(C(=O)OCC(=O)Nc2cccc(S(=O)(=O)NC3=NCCCCC3)c2)CC1(Cl)Cl (stereo unspecified)	-4	-8	7	1	5	6	0	96
0.5	Cc1nn(C)c(Cl)c1C(N)=O	-3	2	30	3	-13	-2	-4	99
2.6	CN(CC(=O)O)S(=O)(=O)c1ccc2[nH]c(=O)c(=O)[nH]c2c1	-2	2	32	0	-3	-2	12	97
0.3	COc1ccc(CNC(=O)CSc2n[nH]c(N)n2)cc1	-8	-5	28	2	-10	-6	-1	102
0.2	COc1cccc(-c2nnc(SC(C(=O)c3c[nH]c4ccccc34)c3ccccc3)n2C)c1 (stereo unspecified)	-5	-24	-9	-5	-21	3	4	106
0.1	O=c1c2ccccc2ncn1CCOCCOc1cccc(Br)c1	-2	3	-20	0	12	5	-7	105
2.1	O=C(Cn1cnc([N+](=O)[O-])c1)Nc1cc(Oc2ccc(Cl)cc2Cl)cc([N+](=O)[O-])c1	-4	9	-1	-5	-13	6	9	105
-0.3	Clc1ccccc1Cn1nnc2c(N3CCCC3)ncnc21	0	5	-1	1	5	3	0	101
-3.8	Cc1cc(C(=O)N/N=C2\CCCC(=O)C2)c2ccccc2n1	-11	27	21	1	10	8	-11	102
-0.8	CC(O)(C#CCN1CCCCC1)c1ccccc1 (stereo unspecified)	-7	-1	-51	5	-1	1	-11	110
0.5	CC1(C)COC(c2cc([N+](=O)[O-])ccc2Cl)=N1	0	3	23	1	-8	-3	-1	105
-1.3	CC(NS(=O)(=O)c1ccc(OCC(=O)NCc2ccccn2)cc1)c1ccccc1 (stereo unspecified)	-6	-3	40	-2	0	2	4	106
3.1	O=C(N/C(=C\c1ccccc1)C(=O)N1CCOCC1)c1ccc(Br)o1	-4	3	20	6	-10	1	-5	99
-0.3	O=C(COc1ccc2ccc(=O)oc2c1)NC(Cc1ccc(Cl)cc1)C(=O)O (stereo unspecified)	-7	10	18	7	-1	-1	9	100
1.2	CC(C)NC(=S)N/N=C/c1ccc(C(C)(C)C)cc1	-5	-12	32	5	0	2	1	109
1.0	COc1ccc(/C=C/C(=O)c2oc3ccc(F)cc3c2C)cc1	x	13	-10	1	-3	-3	-6	92
-0.3	O=C(Cc1ccsc1)NCC(=O)Nc1ccc(F)c(F)c1	1	-4	-1	8	-2	-1	2	102
0.8	CC(=O)NC(Cc1ccc(F)c(F)c1)C(=O)NC1CCN(C(=O)c2ccc(Cl)cc2)CC1 (stereo unspecified)	-9	28	36	1	-7	0	7	100
0.1	CN1CCN(C(=O)c2cccc(NS(=O)(=O)c3ccc(Br)cc3)c2)CC1	-8	-4	x	-4	x	0	-4	x
5.6	O=C(NC1CCN(Cc2ccccc2)CC1)c1cc(S(=O)(=O)N2CCOCC2)ccc1Cl	-5	-5	x	-3	x	x	4	x
-2.4	O=C(CCC1CCCN(C(=O)c2ccc3[nH]ccc3c2)C1)N1CCN(c2ccccn2)CC1 (stereo unspecified)	-6	4	64*	4	-2	-2	-10	102
-2.1	CNC(=O)C(=O)NCC1OCCN1S(=O)(=O)c1ccc2c(c1)OCCO2 (stereo unspecified)	0	-11	32	3	0	-1	-6	x
-0.2	O=C(COC(=O)c1ccco1)c1ccc(S(=O)(=O)N2CCCCC2)cc1	-3	5	24	1	0	-1	-1	101
-0.1	Cc1ccc(NC(=O)CCS(=O)(=O)c2ccccc2)cc1S(=O)(=O)N1CCCCCC1	-5	-11	x	-2	x	x	0	x
1.7	CCOc1cc(C)c(C(C)C)cc1S(=O)(=O)N1CCOCC1	-1	9	-2	2	-4	2	17	104
0.0	O=C(COc1ncnc2ccccc12)NCCc1ccc(F)cc1	4	-14	32	7	-19	-3	4	100
0.8	Nc1cccc2c3c(oc12)CCCC3	-8	6	x	3	1	0	-6	102
1.0	CCn1c(=O)c([N+](=O)[O-])c(NCCc2ccc(OC)c(OC)c2)c2ccccc21	3	-1	8	1	-11	4	-8	88
-0.5	Cc1nc2ccccc2c2nc(NC(=O)Cc3ccccc3)nn12	-5	-5	34	3	2	3	7	93
5.6	CSCCC(NC(=O)COc1ccccc1)C(=O)NCc1cccs1 (stereo unspecified)	2	-2	x	6	9	-3	6	96
-0.8	C[C@H]1CN([C@@H](C)CO)C(=O)CCCn2nncc2CO[C@H]1CN(C)S(=O)(=O)c1cccc(C#N)c1	-5	44	x	x	x	x	1	x
-1.4	CCc1ccc(NCCC(=O)c2ccc(Cl)cc2)cc1	-2	-19	-1	-4	6	2	5	99
-0.4	COc1cc(OC)cc(C(=O)OCC(=O)N(C)c2ccccc2)c1	-6	-2	35	3	-28	0	-4	106
-0.1	CC1(C)CC(=O)C=C(Nc2ccccc2N)C1	-8	4	30	-2	-9	-1	-2	100
7.6	CCOc1ccccc1NC(=O)C1C2CCC3C(CCC21)C3(Cl)Cl (stereo unspecified)	-6	-29	27	6	-10	1	4	96
-2.7	CC(C)=CCC/C(C)=C/CNC(=O)CC1C[C@H](C(=O)N2CCOCC2)[C@@]2(C)c3[nH]c4ccccc4c3CCN2C1=O (stereo partly specified)	-8	38	x	5	x	1	-3	x
-2.2	Cc1onc(-c2cccc(Cl)c2Cl)c1C(=O)O/N=C(\N)c1ccc([N+](=O)[O-])o1	-7	4	24	4	-4	11	-3	96
0.8	CCC(C)N(C(=O)CSc1nnc(C)n1C)C1CCS(=O)(=O)C1 (stereo unspecified)	-2	9	x	4	x	1	-1	x
0.1	Cc1cccc(NC(=O)c2nc[nH]c2C(=O)Nc2cc(Br)ccc2F)c1	1	2	x	x	x	x	6	x
-0.5&1.4	C=CCn1c(=O)c2ccccc2n2c(SCC(=O)/C(C#N)=C(\C)N)nnc12	-4&-6	4&1	23	6&4	4	-3	4&2	99
-0.9	Cc1ccccc1-c1nc(-c2ccc(Br)o2)no1	-10	1	14	-1	-2	4	2	106
-0.9	N#Cc1ccc(C(=O)OCC(=O)N2CCCCCC2)cc1	-2	1	x	1	x	x	6	x
-0.8	CC1CC(C)CN(S(=O)(=O)c2cccc3cccnc23)C1 (stereo unspecified)	-3	5	37	2	-14	-1	1	101
-0.6	Cc1ccc(OCC(O)CN2CCN(c3ccc(C)cc3)CC2)cc1 (stereo unspecified)	-9	-2	23	1	9	2	-1	102
0.6	O=C(c1ccc2nc[nH]c2c1)N1CCN(S(=O)(=O)c2cccc(F)c2)CC1	-2	25	x	-6	x	-3	3	x
3.5	CC(C)(CO)CNC(=O)CCc1nnc(Cc2ccc(-c3ccccc3)cc2)o1	0	1	24	0	-10	0	-1	103
-1.3	O=C(CN(Cc1ccccc1)S(=O)(=O)c1ccccc1)N/N=C/c1ccc([N+](=O)[O-])cc1	-6	-39	8	1	-6	-1	3	105

An excerpt from above, showing only CRFBP-R2 agonist and IDE cell activ:
SMILES | CRFBP-R2 agonist | IDE cell activ
CCc1ccc(NCCC(=O)c2ccc(Cl)cc2)cc1 | -1.4 | -4
COc1cc(OC)cc(C(=O)OCC(=O)N(C)c2ccccc2)c1 | -0.4 | 3
CC1(C)CC(=O)C=C(Nc2ccccc2N)C1 | -0.1 | -2
